Assay outcomes from PubChem.
KCNQ1 inh: blocks the human KCNQ1 potassium channel; P51787; CHO-K1 KCNQ1, FluxOR thallium flux fluorescence; hits give high values; B-score at 10 µM; 1.3% of 310,000 active;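 active = compounds whose thallium flux B-score, printed positive for inhibition, exceeds three library SD while starting fluorescence stays within three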;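 note: channel opened by potassium depolarization with thallium stimulus after 20 min compound exposure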
HDAC3 inhib: human HDAC3 inhibition; AID 2718; recombinant HDAC3, fluorogenic peptide/trypsin coupled, fluorescence; 0.15% of 320,000 active; inhibition, % at 8.3 µM; in the data active = inhibition above about 26%, passing the limit was not always enough
ANO1 activ: activators or potentiators of mouse TMEM16A chloride channel | 0.3% of 340,000 active | Q8BHY3 | HEK293 TMEM16A/YFP-H148Q/I152L, iodide quench fluorescence; hits give low values | B-score at 10 µM;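 active = fluorescence-ratio B-score plate-corrected deviation score at least 3 library SD below zero, with starting fluorescence score within 5 deviations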;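 note: channel opened by trigger with iodide after compound preincubation; score built on the fluorescence ratio of max minus min over baseline; more negative score means more quench and so TMEM16A activation or potentiation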
Target sequence (Q8BHY3 whole entry, looked up): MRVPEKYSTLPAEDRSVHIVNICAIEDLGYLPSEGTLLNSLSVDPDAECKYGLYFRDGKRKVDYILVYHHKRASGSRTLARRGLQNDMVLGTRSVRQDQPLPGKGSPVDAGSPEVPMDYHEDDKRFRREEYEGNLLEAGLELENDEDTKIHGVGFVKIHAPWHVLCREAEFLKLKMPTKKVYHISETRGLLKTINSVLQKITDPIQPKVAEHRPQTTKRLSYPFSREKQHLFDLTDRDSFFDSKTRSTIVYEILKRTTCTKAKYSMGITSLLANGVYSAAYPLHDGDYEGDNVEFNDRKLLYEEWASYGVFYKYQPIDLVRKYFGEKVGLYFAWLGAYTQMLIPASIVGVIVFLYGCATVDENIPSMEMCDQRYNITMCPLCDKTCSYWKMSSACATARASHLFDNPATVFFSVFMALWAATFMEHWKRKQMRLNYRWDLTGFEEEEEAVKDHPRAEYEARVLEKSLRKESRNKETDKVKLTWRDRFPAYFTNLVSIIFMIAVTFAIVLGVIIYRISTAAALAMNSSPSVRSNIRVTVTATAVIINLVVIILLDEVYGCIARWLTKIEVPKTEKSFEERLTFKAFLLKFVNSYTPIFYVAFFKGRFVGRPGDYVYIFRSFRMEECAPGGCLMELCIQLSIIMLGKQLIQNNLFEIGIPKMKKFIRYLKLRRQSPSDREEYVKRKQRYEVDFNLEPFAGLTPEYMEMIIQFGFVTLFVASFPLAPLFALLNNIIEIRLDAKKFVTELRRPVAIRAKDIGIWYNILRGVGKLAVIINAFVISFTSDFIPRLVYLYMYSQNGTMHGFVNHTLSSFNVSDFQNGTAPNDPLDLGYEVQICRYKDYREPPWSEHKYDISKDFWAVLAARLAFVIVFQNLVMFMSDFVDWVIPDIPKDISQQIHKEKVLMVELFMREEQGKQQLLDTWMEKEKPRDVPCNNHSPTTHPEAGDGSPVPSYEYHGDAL
TRPC4 potent: TRPC4 (mouse) allosteric potentiation; HEK293 TRPC4beta/mu-opioid, DAMGO EC20, Fluo-4 Ca2+ flux; hits give high values; AID 2227; Q9QUQ5; B-score at 10 µM; 0.42% of 310,000 active;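 active = B-score of calcium response area above 5 SD of library B-scores, with initial fluorescence ratio within 5 SD of library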;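 note: B-score of integrated fluorescence ratio over time as area under calcium response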
Dyrk1A ADPGlo: inhibitors of rat Dyrk1A kinase; inhibition, % at 12.5 µM; AID 504441; Q63470; ADP-Glo luminescence, NFATc1 peptide; 0.43% of 310,000 active; in the data active = inhibition above about 50%;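 note: plate controls were vehicle with enzyme for no effect and no enzyme for full effect; many of its hits are not listed in these tables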
KCNQ1 pot: potentiators or activators of human KCNQ1 potassium channel. 0.35% of 310,000 active. P51787. CHO-K1 KCNQ1, thallium flux FluxOR fluorescence; hits give high values. B-score at 10 µM;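 active = fluorescence ratio B-score, a plate-corrected score, at least three library SD, with initial intensity B-score within 5 SD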
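Material: CHO-K1 cells stably expressing KCNQ1. Medium: assay buffer for compound exposure, DMSO matched across wells. Reagent: K+/Tl+ depolarizing stimulus. Compound dosing: single-concentration screen. Times: 37 °C overnight plating, 90-min dark dye load, 20-min compound pretreatment. Technique: FluxOR Tl+ flux fluorescence.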
TMEM16A inh: mouse TMEM16A channel inhibition, primary screen; Q8BHY3; HEK293 TMEM16A/YFP iodide influx fluorescence, ionomycin; normalized B-score (activity score, 25-100; higher = stronger inhibition) at 10 µM; 1.2% of 310,000 active;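 active = ratio plate-corrected score three or more library SD toward inhibition, starting fluorescence score within five deviations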;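 note: score derived from kinetic fluorescence span divided by baseline fluorescence per well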
KCNK9 inh: blocks the human KCNK9 two-pore domain potassium channel; Q9NPC2; HEK293 KCNK9, FluxOR thallium flux fluorescence; hits give low values; B-score at 10 µM; 1.2% of 310,000 active; AID 488922;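 active = ratio B-score over 3 SD below the library mean, with starting fluorescence within 5 SD of its mean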;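 note: negative B-score means less thallium flux so channel inhibition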
hERG protect: compounds protecting human hERG from proarrhythmic drug block. Q12809. CHO-hERG, FluxOR thallium flux, dofetilide IC70 present. activation (rescue from dofetilide block), less the hit threshold, % at 10 µM. 0.51% of 310,000 active;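 active = activation above the mean of controls blocked by dofetilide plus 5 SD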;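 note: thallium influx through hERG after potassium depolarization seen as dye fluorescence rise; in these data hits start at about 4.7%; inactives centre near -7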
KCNK3 inh: human KCNK3 channel inhibition, primary screen. O14649. CHO-KCNK3 thallium flux, FluxOR fluorescence; hits give low values. B-score at 10 µM. 0.84% of 340,000 active;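 active = B-score under library mean minus 4 SD, starting fluorescence ratio at most library mean plus 5 SD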;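 note: more negative B-score means stronger inhibition of thallium flux through KCNK3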
TRPC4 act: activators of mouse TRPC4 channel; Q9QUQ5; HEK293 TRPC4beta/mu-opioid, Fluo4 calcium fluorescence; hits give high values; B-score at 10 µM; 0.49% of 310,000 active;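 active = B-score above 5 SD of library B-scores, and initial fluorescence ratio not above library mean plus 5 SD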;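 note: positive B-score marks a calcium rise read as TRPC4 activation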
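Test system: HEK293 cells stably co-expressing mouse TRPC4beta and mu-opioid receptor | Schedule: Fluo4 dye loading 45 min at room temperature, 110 s recording | Measured by: Kinetic Fluo4 calcium fluorescence, 5 s baseline at 1 Hz | Evaluation: B score of integrated ratio | Controls: Buffer (low) and maximal DAMGO (high)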
* = called active by the depositor; i = inactive; · = not tested or not shown. These rows are one share of the data, so the mix of outcomes need not match the whole.

| Structure | KCNQ1 inh | HDAC3 inhib | ANO1 activ | TRPC4 potent | Dyrk1A ADPGlo | KCNQ1 pot | TMEM16A inh | KCNK9 inh | hERG protect | KCNK3 inh | TRPC4 act |
| --- | --- | --- | --- | --- | --- | --- | --- | --- | --- | --- | --- |
| O=C1C=C(c2ccccc2)CC(/C=C/c2ccccc2)C1 (stereo not given) | i | 9 | i | i | -1 | i | i | i | -7 | i | i |
| Cc1ccc(-c2nc3cccnc3s2)cc1NS(C)(=O)=O | i | 2 | i | i | 7 | i | i | i | -5 | i | i |
| Fc1ccccc1N1CCN(C2CCN(Cc3c[nH]c4ccccc34)CC2)CC1 | i | -5 | i | i | -6 | i | i | i | -7 | i | i |
| CC(=O)NC(CCS(C)(=O)=O)C(=O)Nc1cccc(Cl)c1Cl (stereo not given) | i | · | i | i | 4 | i | i | i | -10 | i | i |
| C(=C\c1ccccc1)/CSc1ccccn1 | i | 5 | i | i | 1 | i | i | i | -6 | i | i |
| CCOC(=O)c1ccc(NC(=S)NC2CCCC2)cc1 | i | 5 | i | i | 4 | i | i | i | -9 | i | i |
| Cc1ccc(C(=O)N2CCC(C)CC2)cc1S(=O)(=O)N1CCCCC1 | i | 2 | i | i | 1 | i | i | i | -16 | i | i |
| C=CCNc1nc(-c2ccccc2)nc(-n2ccnc2)n1 | i | 0 | i | i | 0 | i | i | i | -16 | i | i |
| CCOC(=O)C1CCCN(S(=O)(=O)c2c(C)[nH]c(C)c2C(=O)N2CCCC2)C1 (stereo not given) | i | 12 | i | i | -6 | i | i | i | -8 | i | i |
| CCCOC(=O)C1C2C=CC(C2)C1C(=O)OCC(=O)c1ccccc1 (stereo not given) | i | -4 | i | i | 4 | i | i | i | -9 | i | i |
| COc1ccccc1NC(=O)COc1ccccc1 | i | 0 | i | i | -6 | i | i | i | -4 | i | i |
| O=C(CN1C(=O)NC2(CCCCC2)C1=O)N1CCc2ccccc2C1 | i | -3 | i | i | 16 | i | i | i | -9 | i | i |
| COc1ccc(N(C(=O)c2snc(C(N)=O)c2N)C(C(=O)NC2CCCC2)c2cccs2)c(OC)c1 (stereo not given) | i | 2 | i | i | -5 | i | i | i | -9 | i | i |
| CCN(CC(=O)Nc1ccccc1Br)Cc1nc2ccccc2c(=O)[nH]1 | i | 14 | i | i | -4 | i | i | i | -13 | i | i |
| CCC(Oc1ccccc1)C(=O)Nc1nnc(S(=O)(=O)N2CCCCC2)s1 (stereo not given) | i | 3 | i | i | -1 | i | i | i | -4 | i | i |

The list goes on; it opens with the 2 that closed the last part.
| Structure | KCNQ1 inh | HDAC3 inhib | ANO1 activ | TRPC4 potent | Dyrk1A ADPGlo | KCNQ1 pot | TMEM16A inh | KCNK9 inh | hERG protect | KCNK3 inh | TRPC4 act |
| --- | --- | --- | --- | --- | --- | --- | --- | --- | --- | --- | --- |
| CCN(CC(=O)Nc1ccccc1Br)Cc1nc2ccccc2c(=O)[nH]1 | i | 14 | i | i | -4 | i | i | i | -13 | i | i |
| CCC(Oc1ccccc1)C(=O)Nc1nnc(S(=O)(=O)N2CCCCC2)s1 (stereo not given) | i | 3 | i | i | -1 | i | i | i | -4 | i | i |
| CCOc1ccc2c(c1)C(c1ccc(C)cc1)=NNC(c1ccc(OC)cc1)=N2 | i | -2 | i | i | 5 | i | i | i | -9 | i | i |
| CCOC(=O)N1CCN(S(=O)(=O)c2ccc(OC)c(Cl)c2Cl)CC1 | i | -9 | i | i | -1 | i | i | i | -6 | i | i |
| O=C(Cn1cc(C(F)(F)F)ccc1=O)N1CCN(S(=O)(=O)c2ccccc2)CC1 | i | -4 | i | i | -1 | i | i | i | -8 | i | i |
| O=C(Nc1ccc(Br)cc1)C1CC=CCC1C(=O)OCC1CCCO1 (stereo not given) | i | -4 | i | i | 4 | i | i | i | -11 | i | i |
| O=C(Nc1cccc2ccccc12)N1CCN(c2ccccc2)CC1 | · | -7 | i | · | 4 | · | i | · | · | i | · |
| COc1ccc(C(=O)NC2CCCCC2)cc1S(=O)(=O)N1CCCC1 | i | 1 | i | i | -9 | i | i | i | -10 | i | i |
| O=C1c2cccc3c(O)ccc(c23)C(=O)N1Cc1ccco1 | 22* | · | i | i | 8 | i | · | i | -56 | i | i |
| O=c1[nH]ncc2c3ccccc3n(Cc3cccc(Cl)c3)c12 | i | 4 | i | i | 4 | i | i | i | -11 | i | i |
| O=C(O)c1cccc(Nc2ncnc3ccccc23)c1 | i | 8 | i | i | 3 | i | i | i | -8 | i | i |
| CCC(C(=O)Nc1cccnc1)c1ccccc1 (stereo not given) | i | 2 | i | i | -1 | i | i | i | -7 | i | i |
| CN(CCC#N)C(=O)COC(=O)/C=C/c1cccs1 | i | 5 | i | i | -3 | i | i | i | -10 | i | i |
| CCn1ncc(/C=C/C(=O)NCc2cn(C)nc2C)c1C | i | 4 | i | i | 0 | i | i | i | -8 | i | i |
| CC(=O)C1=C(O)C(=O)N(CCc2c[nH]c3ccccc23)C1c1cccc(O)c1 (stereo not given) | i | -1 | i | i | 11 | i | i | i | -9 | i | i |
| Cc1ccc(S(=O)(=O)N2CCOC2CNC(=O)C(=O)NCc2ccc3c(c2)OCO3)cc1 (stereo not given) | i | 11 | i | i | 9 | i | i | i | -8 | i | i |
| CCOCC(=O)N1CCC(Cc2ccccc2)CC1 | i | -5 | i | i | -4 | i | i | i | -11 | i | i |
| O=[N+]([O-])c1cccc(-c2ccc(CN3CCCCC3)o2)c1 | i | 7 | i | 13* | -3 | i | i | i | -5 | i | i |
| O=S(=O)(NCCc1csc(-c2cccnc2)n1)c1cc(F)ccc1F | i | -2 | i | i | 7 | i | i | i | -1 | i | i |
| CCCCC[C@H]1CN(Cc2ccccc2)C(=O)[C@@H]1CC(=O)NCc1ccc(OC)cc1 | i | 13 | i | i | -3 | i | i | i | -8 | i | i |
| COc1ccc(S(=O)(=O)N2CCCN(C)CC2)cc1 | i | -3 | i | i | 1 | i | i | i | -4 | i | i |
| CSc1ccccc1OCc1cc(C(=O)N(C)Cc2ccc3nsnc3c2)no1 | i | · | i | i | 2 | i | i | i | -8 | i | i |
| Cc1sc2ncnc(OCC(=O)N3CCN(S(=O)(=O)c4ccccc4)CC3)c2c1C | i | -1 | i | i | 17 | i | i | i | -4 | i | i |
| CCOC(=O)c1cc(-c2ccccc2C)nn1Cc1cc(C)no1 | · | 1 | i | · | 5 | · | i | · | · | i | · |
| COc1ccc(-c2cc(C(F)(F)F)c(C#N)c(SCC(=O)O)n2)cc1OC | i | · | · | i | · | i | i | i | -14 | · | i |
| CC(c1nnc(Sc2nnnn2-c2ccccc2)n1-c1ccc(F)cc1)N(C)C (stereo not given) | i | -4 | i | i | 4 | i | i | i | -10 | i | i |
| Cc1ccc(S(=O)(=O)c2nc(S(C)(=O)=O)sc2N2CC(C)OC(C)C2)cc1 (stereo not given) | i | 3 | i | i | -6 | i | i | i | -13 | i | i |
| CC(O)c1nc2ccccc2n1C/C=C/c1ccccc1 (stereo not given) | i | -3 | i | i | 4 | i | i | i | -12 | i | i |
| CN(C)S(=O)(=O)c1ccc(-c2csc(-c3cccnc3)n2)cc1 | i | 2 | i | i | 0 | i | i | i | -1 | i | i |
| O=c1c2cc(Cl)ccc2[nH]c(=S)n1Cc1ccccn1 | i | 5 | i | i | · | i | i | i | -4 | i | i |
| O=C(CC1CS(=O)(=O)CC1CC(=O)Oc1ccccc1F)Oc1ccccc1F (stereo not given) | i | 0 | i | i | -2 | i | i | i | -7 | i | i |
| Cc1ccc(C(=O)CSc2nc(C)cc(=O)[nH]2)cc1 | i | 2 | i | i | 1 | i | i | i | -6 | i | i |
| CC(=NCCc1ccccc1)C1=C(O)C(c2ccccc2)OC1=O (stereo not given) | i | 2 | i | i | 24 | i | i | i | 0 | i | i |
| COC(=O)c1cccc(C23CC4(C2)[C@H](CN(Cc2cccnc2)[C@@H]4c2ccccc2)C3c2ccc(Cl)nc2)c1 (stereo not given in full) | i | 3 | i | i | 30 | i | i | i | -8 | i | i |
| Cc1ccccc1CC(=O)N1CCCc2ccccc21 | i | -6 | i | i | -8 | i | i | i | -14 | i | i |
| COC(=O)C1=C(C)OC(N)=C(C#N)C1c1cc(OC)c(OCC(N)=O)cc1Cl (stereo not given) | i | 0 | i | i | -7 | i | i | i | -3 | i | i |
| COc1cc(OC)cc(C(=O)Nc2ccc(NC(=O)c3ccco3)c(C)c2)c1 | i | 2 | i | i | 5 | i | i | i | -4 | i | i |
| CCCCC(=O)Nc1ccc(C(=O)NNC(=O)c2cccs2)cc1 | i | -1 | i | i | -4 | i | i | i | -6 | i | i |
| O=C(CN(C(=O)CNC(=O)c1ccco1)c1cccc(F)c1)NC1CCCCC1 | i | 0 | i | i | -1 | i | i | i | -7 | i | i |
| CN(C)c1nc(C(=O)NN)nc(N(C)C)n1 | i | -3 | i | i | -1 | i | i | i | -1 | i | i |
| COc1cccc2cc(S(=O)(=O)c3ccc(C)cc3)/c(=N/NS(=O)(=O)c3ccc(C)cc3)oc12 | i | -7 | i | i | -2 | i | i | i | -4 | i | i |
| COc1ccc(-c2nn(-c3ccccc3)cc2C(=O)OCC(=O)c2ccc(C)c([N+](=O)[O-])c2)cc1 | 8* | 6 | i | i | -2 | i | i | i | -15 | i | i |
| Cc1ccc(OCC(=O)N2CCc3ccccc3C2)cc1 | i | 1 | i | i | 4 | i | i | i | -3 | i | i |
| CC1CCCN(C(=O)C(=O)Nc2ccc3nc4n(c(=O)c3c2)CCCCC4)C1 (stereo not given) | i | · | i | i | 3 | i | i | i | -11 | i | i |
| CC1CCN(c2ccc3nnc(CCC(=O)N4CCN(c5ccccc5F)CC4)n3n2)CC1 | i | 5 | i | i | 0 | i | i | i | -14 | i | i |
| COCCN(C(=O)COC(=O)c1ccc2[nH]c(C)c(C)c2c1)c1c(N)n(Cc2ccccc2)c(=O)[nH]c1=O | i | 5 | i | i | 18 | i | i | i | -19 | i | i |
| C/C(=N\Nc1cc(N2CCOCC2)nc(C)n1)c1ccc(F)cc1 | i | -8 | i | i | 14 | i | i | i | -3 | i | i |
| O=S(=O)(c1ccc(Cl)c(S(=O)(=O)N2CCCC2)c1)N1CCCC1 | i | -4 | i | i | · | i | i | i | -11 | i | i |
| CCOC(=O)N1CCC(NC(=O)c2ccc3c(c2)N=C(CC)c2cc(C)ccc2S3)CC1 | i | 2 | i | i | -3 | i | i | i | -5 | i | i |
| CCCCNC(=O)C1CC(c2cccc(F)c2)=NO1 (stereo not given) | i | 9 | i | i | 0 | i | i | i | -4 | i | i |
| CCOc1ccccc1NC(=O)CSc1nc2ccccc2c(=O)n1CC1CCCO1 (stereo not given) | i | 3 | i | i | 0 | i | i | i | -6 | i | i |
